TCR CD3 inh = blocks the human TCR-CD3 interaction | TAMRA-labeled TCR probe fluorescence, biochemical | inhibition, % at 9.4 µM | actives 0.37% (n = 360,000) | AID 651800; in the data active = inhibition above about 19%;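 also: recombinant mutant TCR 2C K166C tagged with TAMRA read by polarization; 0% = receptor in buffer alone and 100% = receptor with positive control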
HTRA1 inhibitor = blocks human HTRA1 serine peptidase; Q92743; inhibition, % at 5.96 µM; actives 0.5% (n = 340,000); recombinant HTRA1, FP-rhodamine activity-based probe, fluorescence polarization; AID 504803; in the data active = inhibition above about 36%;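 also: 0% = enzyme with DMSO and 100% = wells lacking enzyme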
SIAE inh = inhibitors of human sialic acid acetylesterase SIAE; inhibition, % at 9.66 µM; Q9HAT2; SIAE FP-Rh probe binding, fluorescence polarization; AID 1053197; actives 0.69% (n = 370,000);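 active = inhibition above a cutoff: mean of compounds within the control limits plus 3 SD of those, cut at about 17% in these data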;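 also: 0% = plate median of compound wells and 100% = probe without SIAE protein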
Target sequence (Q9HAT2 whole entry, looked up): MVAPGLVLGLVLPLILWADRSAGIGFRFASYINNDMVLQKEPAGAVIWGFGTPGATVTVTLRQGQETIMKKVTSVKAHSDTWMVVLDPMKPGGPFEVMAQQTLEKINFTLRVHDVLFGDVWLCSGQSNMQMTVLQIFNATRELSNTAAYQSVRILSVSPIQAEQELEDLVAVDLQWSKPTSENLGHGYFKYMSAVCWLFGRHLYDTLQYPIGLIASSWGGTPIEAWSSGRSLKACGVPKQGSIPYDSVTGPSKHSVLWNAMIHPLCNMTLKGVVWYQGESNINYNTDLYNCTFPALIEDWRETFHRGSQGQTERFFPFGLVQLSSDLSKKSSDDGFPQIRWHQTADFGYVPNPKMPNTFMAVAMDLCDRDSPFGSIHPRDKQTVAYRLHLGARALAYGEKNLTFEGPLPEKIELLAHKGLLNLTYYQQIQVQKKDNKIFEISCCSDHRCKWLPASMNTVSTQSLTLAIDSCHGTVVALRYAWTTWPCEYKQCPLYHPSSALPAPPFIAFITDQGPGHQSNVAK
ABHD4 inh = ABHD4 (mouse) inhibition, primary FP screen; Q8VD66; purified mABHD4, FP-Rh probe fluorescence polarization; inhibition, % at 8.92 µM; actives 0.54% (n = 370,000); AID 720543;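 active = inhibition exceeding the mean over every tested compound plus 3 SD, cut at about 30% in these data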;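 also: 0% = plate median of compound wells and 100% = S159A mutant with DMSO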
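Assay system: wild-type mouse ABHD4 protein; compound: single nominal dose of 8.92 µM, 0.89% DMSO final; schedule: 45 min + 60 min at 25 °C; measured by: FP readout, ex 525 nm / em 598 nm; evaluation: % inhibition of FP-Rh probe binding versus controls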
UHRF1 binding = UHRF1 methyl-DNA binding inhibition. actives 0.75% (n = 370,000). AID 687016. inhibition, % at 4.4 µM. UHRF1 binding to methylated oligo, TR-FRET; in the data active = inhibition above about 21%;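 also: UHRF1 SRA domain binding a hemimethylated CpG hairpin DNA probe; 0% = median of test compound wells and 100% = reference inhibitor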
NPR1 activator = GC-A (human) enzyme activation | HEK293 GC-A cells, cGMP TR-FRET, EC30 ANP; 0% at EC30 ANP, 100% saturating ANP | activation, % at 10 µM | actives 0.14% (n = 370,000) | AID 1671463; in the data active = activation above about 40%
PRMT1 FP inh = PRMT1 (human) inhibition, primary screen; Q99873; recombinant PRMT1, activity-based probe fluorescence polarization; inhibition, % at 2.79 µM; actives 1.3% (n = 370,000);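 active = inhibition above about 21% made by adding two undisclosed values, limit read from the data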
MBD2 DNA inh = MBD2-methylated oligo binding inhibition; Q9UBB5; TR-FRET, MBD2 binding to methylated oligonucleotide; inhibition, % at 4.4 µM; actives 0.31% (n = 370,000); AID 686964; in the data active = inhibition above about 13%
Target sequence (Q9UBB5 whole entry, looked up): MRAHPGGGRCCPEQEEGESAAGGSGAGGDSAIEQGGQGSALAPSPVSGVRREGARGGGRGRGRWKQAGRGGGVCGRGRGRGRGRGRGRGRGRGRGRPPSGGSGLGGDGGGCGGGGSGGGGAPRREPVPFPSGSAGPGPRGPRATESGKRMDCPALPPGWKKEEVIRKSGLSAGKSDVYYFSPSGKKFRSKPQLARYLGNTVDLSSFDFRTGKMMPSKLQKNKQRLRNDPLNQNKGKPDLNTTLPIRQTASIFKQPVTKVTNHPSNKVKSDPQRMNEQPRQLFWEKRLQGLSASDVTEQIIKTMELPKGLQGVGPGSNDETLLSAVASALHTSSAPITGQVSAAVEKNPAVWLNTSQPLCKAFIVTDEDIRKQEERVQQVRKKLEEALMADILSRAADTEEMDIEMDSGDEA
GC-B act = GC-B (human) receptor activation | HEK293-GC-B cells, CNP EC30, cGMP TR-FRET; 0% at EC30 CNP, 100% saturating CNP | actives 0.11% (n = 370,000) | activation, % at 10 µM | P20594;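 active = activation at 10 µM reaching about 35% in either raw or pattern-adjusted values, limit read from the data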
rCAG RNA binder = molecules binding r(CAG) RNA repeats | inhibition, % at 3 µM | r(CAG) RNA repeat, TO-PRO-1 dye displacement fluorescence | actives 1.3% (n = 370,000);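 active = inhibition above the plate cutoff, the mean of all test compounds on that plate plus 3 SD, cut at about 35% in these data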;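 also: 0% = DMSO alone and 100% = 100 µM mitoxantrone as full dye displacement; higher means more dye released from RNA so lower well fluorescence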
An asterisk follows results filed as active; . = no result given. A portion of the library; rates above refer to the full screens.

Compound,TCR CD3 inh,HTRA1 inhibitor,SIAE inh,ABHD4 inh,UHRF1 binding,NPR1 activator,PRMT1 FP inh,MBD2 DNA inh,GC-B act,rCAG RNA binder
CCc1c(-c2ccccc2)nc2ccccc2c1C(=O)N1CCC2(CC1)OCCO2,1,5,2,-2,5,1,2,4,-4,-2
C=CCn1c(O)c(C(C)=NCCN2CCOCC2)c(=O)[nH]c1=O,5,-9,4,2,0,1,1,0,3,4
O=P(O)(Oc1ccccc1)c1ccccc1,6,4,-1,4,21*,2,-1,8,1,-1
S=C1NC2(CCCCC2)NC12CCCCC2,-1,13,5,-4,-2,-1,-5,-3,0,0
CC(C)(C)NC(=O)NC(=O)CN1CC=C(c2ccccc2)CC1,1,-14,15,-5,0,2,-4,-5,2,-7
O=C(CCCOc1ccc(Cl)cc1Cl)N1CCC2(CC1)OCCO2,-4,-5,-6,2,2,9,3,1,3,-4
COc1cccc(OCc2cc(C(=O)N3C[C@H]4C[C@@H](C3)c3cccc(=O)n3C4)no2)c1,3,0,2,-1,0,-3,2,5,2,5
[N-]=[N+]=NCc1cn2cccnc2n1,2,-4,1,-4,5,1,-4,1,0,3
Cc1cc(NC(=O)CCC(=O)N2CCC3(CC2)OCCO3)no1,4,4,-4,2,0,0,-1,1,5,-1
CCC(C)OC(=O)c1c(N)n(Cc2cccs2)c2nc3ccccc3nc12 (stereo not drawn),-7,-41,3,-17,-3,38,0,3,25,-1
CCOP(=O)(OCC)C(C)(C)NC(=O)C(Cl)(Cl)Cl,-2,-2,-2,1,-1,4,-2,-6,5,-1
COC(=O)C1=C(c2ccccc2OCc2ccccc2)C[C@@H]2CC[C@H]1N2C(=O)NC1CCN(Cc2ccccc2)CC1,12,-5,-8,5,0,-4,-1,2,-6,-8

Remaining list, next part
Compound,TCR CD3 inh,HTRA1 inhibitor,SIAE inh,ABHD4 inh,UHRF1 binding,NPR1 activator,PRMT1 FP inh,MBD2 DNA inh,GC-B act,rCAG RNA binder
CCOC(=O)C1CCN(/C=C2\C(=O)NC(=S)N(CC)C2=O)CC1,-8,3,2,-2,1,1,0,2,2,2
CN1C(=O)C(=Cc2cn(CC(=O)N3CCCC3)c3ccccc23)C(=O)N(C)C1=O,-5,12,-7,2,7,1,32*,0,4,2
Cc1cc(N2CCNC[C@H]2C)ccc1N1CC[C@@H](O)C1,-2,.,9,25,-3,0,51*,-6,-6,4
CC(=O)OCC12CC(OC(=O)CC(C)C)C(C)=CC1OC1C(O)C(OC(C)=O)C2(C)C12CO2 (stereo not drawn),-4,1,2,-1,3,1,1,4,-2,-3
CC(C)C12CN3CCN(CC(C3)C1O)C2 (stereo not drawn),7,-4,2,6,2,0,-2,-1,1,0
CCN(CC)c1ccc(/C=C2\C(=O)NC(=O)N(Cc3ccco3)C2=O)cc1,-78,-40,-84,-65,66*,15,22*,8,2,24
CC12CCC3C(CC=C4CC(O)CCC43C)C1CC(=CN1CCOCC1)C2=O (stereo not drawn),5,-7,0,7,0,-4,-3,4,-4,0
Cn1cc(C(=O)OCC(=O)NC2CCCC2)c2ccccc21,-3,-6,0,-3,1,1,3,-3,1,1
CC(=O)N1N=C2C3CCN(CC3)C2C1c1ccc(C)cc1 (stereo not drawn),-5,5,-1,0,0,3,-4,-5,4,3
Nc1ccc(CC2=NCCN2)cc1,-3,8,3,0,-2,1,-2,-3,-3,1
COc1cc(OC)c(OC)cc1/C=C1/C(=O)NC(=O)N(Cc2ccccc2)C1=O,-9,1,-13,5,-1,0,12,1,7,5
CCOP(=O)(OCC)C1(O)C(=O)Nc2ccccc21 (stereo not drawn),-4,-2,-4,2,2,2,2,2,4,-1

Retrieved one by one from the list above (2):
Compound,TCR CD3 inh,HTRA1 inhibitor,SIAE inh,ABHD4 inh,UHRF1 binding,NPR1 activator,PRMT1 FP inh,MBD2 DNA inh,GC-B act,rCAG RNA binder
CCN(CC)c1ccc(/C=C2\C(=O)NC(=O)N(Cc3ccco3)C2=O)cc1,-78,-40,-84,-65,66*,15,22*,8,2,24
CC(C)C12CN3CCN(CC(C3)C1O)C2 (stereo not drawn),7,-4,2,6,2,0,-2,-1,1,0

Given with two lines to a compound: part of the list above
Values run as follows: TCR CD3 inh | HTRA1 inhibitor | SIAE inh | ABHD4 inh | UHRF1 binding | NPR1 activator | PRMT1 FP inh | MBD2 DNA inh | GC-B act | rCAG RNA binder
CCc1c(-c2ccccc2)nc2ccccc2c1C(=O)N1CCC2(CC1)OCCO2
→ 1 | 5 | 2 | -2 | 5 | 1 | 2 | 4 | -4 | -2
CCOP(=O)(OCC)C1(O)C(=O)Nc2ccccc21 (stereo not drawn)
→ -4 | -2 | -4 | 2 | 2 | 2 | 2 | 2 | 4 | -1
CC(C)(C)NC(=O)NC(=O)CN1CC=C(c2ccccc2)CC1
→ 1 | -14 | 15 | -5 | 0 | 2 | -4 | -5 | 2 | -7

(list continues)
Compound,TCR CD3 inh,HTRA1 inhibitor,SIAE inh,ABHD4 inh,UHRF1 binding,NPR1 activator,PRMT1 FP inh,MBD2 DNA inh,GC-B act,rCAG RNA binder
Cc1ccc(-c2nc3ccccc3c(=O)n2-c2ncccc2C)cc1,1,0,-1,-3,1,1,-2,3,3,-7
O=[N+]([O-])c1ccc(N2CCOCC2)c2cccnc12,-3,4,5,2,14,-5,-2,-2,3,-1
O=C(c1ccc(Cl)cc1)C1CCCN(Cc2cccc3cnccc23)C1 (stereo not drawn),0,-12,-2,-1,-2,-13,0,0,-11,-9
COC(=O)C1=C(c2ccc(OC)c(OC)c2)C[C@@H]2CC[C@H]1N2C(=O)NCCOc1ccccc1Cl,1,4,1,5,-2,-3,-5,0,8,-10
CC(=NCCc1c[nH]c2ccccc12)c1c(O)n(Cc2ccccc2)c(=O)[nH]c1=O,-1,-29,1,10,4,-1,3,1,10,3
COc1ccc(CCNC2CCCCC2)cc1OC,2,5,-3,-5,1,-4,-2,-3,3,3
CC(N)Cc1c[nH]c2c1ccc1ccccc12 (stereo not drawn),5,2,0,6,-2,-2,-5,-3,1,8
O=S(=O)(c1ccccc1)N1CN2CCN(C2)C1,1,0,-1,1,-3,3,-2,1,0,0
Cc1cccn2c(=O)c3c(nc12)N1CCCCC1C1(C3)C(=O)N(C)C(=O)N(C)C1=O (stereo not drawn),-4,.,3,-11,-2,-5,-4,-3,-2,-3
CC(=NCc1ccco1)c1c(O)n(-c2ccc(Cl)cc2)c(=O)[nH]c1=O,-1,3,1,0,-2,-2,-3,1,3,-3
O=P(O)(O)/C=C(\Cl)c1ccccc1,3,1,10,6,-3,.,-3,1,.,0
N#Cc1cn(C2OC(CO)C(O)C2O)c2ncnc(N)c12 (stereo not drawn),2,3,5,-3,-2,4,-2,-4,2,3

Some of these compounds in order of molar mass, rising.
Compound,TCR CD3 inh,HTRA1 inhibitor,SIAE inh,ABHD4 inh,UHRF1 binding,NPR1 activator,PRMT1 FP inh,MBD2 DNA inh,GC-B act,rCAG RNA binder
COc1ccc(CCNC2CCCCC2)cc1OC,2,5,-3,-5,1,-4,-2,-3,3,3
Cc1ccc(-c2nc3ccccc3c(=O)n2-c2ncccc2C)cc1,1,0,-1,-3,1,1,-2,3,3,-7
CC(=NCCc1c[nH]c2ccccc12)c1c(O)n(Cc2ccccc2)c(=O)[nH]c1=O,-1,-29,1,10,4,-1,3,1,10,3

Other entries:
Compound,TCR CD3 inh,HTRA1 inhibitor,SIAE inh,ABHD4 inh,UHRF1 binding,NPR1 activator,PRMT1 FP inh,MBD2 DNA inh,GC-B act,rCAG RNA binder
COc1ccc(-n2c(O)c(C(C)=NCC3CCCO3)c(=O)[nH]c2=O)cc1 (stereo not drawn),-17,5,-4,-2,4,2,3,3,-6,-4
CC12CN3CC(C)(CN(C1)C3c1ccco1)C2=O (stereo not drawn),6,-3,-4,7,0,-1,1,3,2,-5
CN1CCc2nc3sc(C(=O)NC(C)(C)C)c(N)c3cc2C1,3,10,3,5,-15,2,10,-14,-4,4
CC(=O)Nc1ccccc1C(=O)OCc1ccc(C(=O)c2ccccc2)cc1,10,-25,-3,-8,0,0,-4,-9,1,-3
C=CCn1c(O)c(C(CC)=Nc2ccc3c(c2)CCC3)c(=O)[nH]c1=O,3,6,2,4,-3,-2,-1,3,-1,-3
O/N=C1/C(=C\c2ccccc2)N2CCC1CC2,9,1,10,-4,-4,-1,2,-3,9,0
S=C(NCCc1ccccc1)N1Cc2cc(N3CCOCC3)ccc2-n2nncc2C1,5,.,7,-3,-3,-2,-5,3,-1,4
CCCCCCn1c(O)c(C=NCCN2CCOCC2)c(=O)[nH]c1=O,-8,9,-3,-13,7,1,5,5,7,-4
COc1ccc(OCC(=O)N2CCCC(N3CCN(c4ccccc4C)CC3)C2)cc1 (stereo not drawn),0,-4,-4,-6,0,-3,1,3,4,-12
O/N=C1\CCC2CN(C3CCCCC3)CC2C1 (stereo not drawn),6,3,-5,1,0,-4,-4,-6,1,-1
O=c1[nH]c(=S)n(C2CC2)c(O)c1C=Nc1cccc(C(F)(F)F)c1,-35,-27,-54,-18,1,-4,5,2,-2,-3
COC(=O)C1=C(C(=O)OC)C2c3ccccc3C1c1ccccc12,-6,-5,-3,-8,4,-10,-7,-2,-5,0

Other entries
Compound,TCR CD3 inh,HTRA1 inhibitor,SIAE inh,ABHD4 inh,UHRF1 binding,NPR1 activator,PRMT1 FP inh,MBD2 DNA inh,GC-B act,rCAG RNA binder
CCOP(=O)(OCC)C(O)c1ccc(OC)c(OC)c1 (stereo not drawn),0,2,7,5,0,3,0,0,1,0
C1=C(c2ccccc2)CCNC1,-1,12,-4,-4,6,6,-4,-1,-1,3
COC(=O)C1=C(c2ccc(OC)c(OC)c2)C[C@@H]2CC[C@H]1N2C(=O)NCc1cc(C)oc1C(F)(F)F,6,3,2,4,1,-2,-1,0,-4,1
CC(C)c1ccc(-n2c(O)c(C=NCCN3CCNCC3)c(=O)[nH]c2=S)cc1,3,8,-7,0,-2,4,-1,1,10,1
CC1OC(NCCc2ccccc2)C(O)C(O)C1O (stereo not drawn),4,7,3,-2,-2,-3,2,2,0,5
O=c1[nH]c(=O)n(-c2cccc(Cl)c2)c(O)c1C=NCCN1CCCCC1,3,1,1,4,-3,3,-2,-8,-3,4
C(=NC12CN3CN(CN(C3)C1)C2)c1cccs1,-12,4,11,0,-1,1,-2,-4,6,-3

Screening data (PubChem BioAssay)
